Avidin bead fluor: compound fluoresces at 488/530 nm on avidin beads | compound fluorescence 488/530 nm, flow cytometry; stronger effect = higher value | fluorescence (KMESF) at 10 µM | actives 0.38% (n = 220,000) | AID 1775; in the data active = fluorescence above about 47; also: inactives centre near 10
ABCG2 block: human ABCG2 inhibition, ABCB1 as counter-screen; inhibition, % at 6.6 µM; Q9UNQ0; AID 1325; actives 0.1% (n = 190,000); IgMXP3 cells, JC-1 efflux, flow cytometry;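 active = inhibition above 80%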;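 also: 0% = DMSO and 100% = nicardipine control wells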
Target sequence (Q9UNQ0 whole entry, looked up): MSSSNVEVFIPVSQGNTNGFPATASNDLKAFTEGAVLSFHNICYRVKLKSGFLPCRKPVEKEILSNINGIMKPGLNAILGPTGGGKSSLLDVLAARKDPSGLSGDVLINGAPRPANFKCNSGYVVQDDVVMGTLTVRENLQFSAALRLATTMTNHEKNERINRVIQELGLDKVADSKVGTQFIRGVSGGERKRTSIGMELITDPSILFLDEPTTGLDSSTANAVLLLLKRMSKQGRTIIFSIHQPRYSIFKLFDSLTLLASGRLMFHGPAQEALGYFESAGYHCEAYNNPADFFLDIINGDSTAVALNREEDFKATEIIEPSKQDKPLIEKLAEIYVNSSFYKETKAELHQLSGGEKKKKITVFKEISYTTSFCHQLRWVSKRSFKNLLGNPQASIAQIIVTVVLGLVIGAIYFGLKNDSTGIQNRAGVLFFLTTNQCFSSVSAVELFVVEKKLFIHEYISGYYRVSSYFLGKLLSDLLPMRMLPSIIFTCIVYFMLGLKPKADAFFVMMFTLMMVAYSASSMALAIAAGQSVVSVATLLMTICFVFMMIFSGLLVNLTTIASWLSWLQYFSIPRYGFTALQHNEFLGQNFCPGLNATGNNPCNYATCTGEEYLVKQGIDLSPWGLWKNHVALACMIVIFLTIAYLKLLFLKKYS
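material = IgMXP3 (ABCG2) plus far-red-tagged CCRF-Adr (ABCB1) cells | amount = 3 million cells/mL, equal mix of both lines | also added = JC-1 transporter substrate | dosing = one concentration, 6.6 µM final | schedule = 10 min at 25 °C | measured by = flow cytometric JC-1 green MFI at 530 nm | read-out basis = percent efflux inhibition, scaled nicardipine 100% to DMSO 0%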
GSH bead fluor: compound fluoresces at 488/530 nm on GSH beads. GSH beads flow cytometry, compound fluorescence 488/530 nm; stronger effect = higher value. fluorescence (KMESF) at 10 µM. actives 0.25% (n = 190,000); in the data active = fluorescence above about 89;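 also: glutathione beads carrying GST-tagged Bcl family fusion proteins plus one bare bead set; values are compound well signal with DMSO vehicle wells as background; inactives centre near 16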
Cdc42 wt: modulators (inhibitors or activators) of GTP binding to human Cdc42 wildtype | P60953 | GST-Cdc42 beads, Bodipy-GTP binding, flow cytometry; actives lie on both sides | percent activity (GTP binding), % at 10 µM | actives 0.2% (n = 190,000);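 active = percent activity GTP binding at least 20 points away from the 100% baseline, either down as inhibitor or up as activator; inconclusive = compound flagged as likely green fluorescent from well-wide comparison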;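 also: median bead fluorescence of bound Bodipy-FL-GTP at 100 nM; 0% = excess unlabeled GTP control and 100% = no compound control; below 100% means less GTP binding so inhibitor and above means activator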
Target sequence (P60953 whole entry, looked up): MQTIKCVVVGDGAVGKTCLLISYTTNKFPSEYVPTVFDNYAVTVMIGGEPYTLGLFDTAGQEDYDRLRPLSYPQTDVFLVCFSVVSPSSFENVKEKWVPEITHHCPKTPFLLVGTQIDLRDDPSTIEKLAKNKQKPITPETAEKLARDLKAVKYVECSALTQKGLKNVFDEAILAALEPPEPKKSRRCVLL
ABCB1 inh: human ABCB1 inhibition, ABCG2 as counter-screen; actives 0.067% (n = 190,000); CCRF-Adr cells, JC-1 efflux, flow cytometry; inhibition, % at 6.6 µM; in the data active = inhibition above about 40%;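 also: 0% = vehicle and 100% = reference inhibitor; higher value means more JC-1 retained so stronger ABCB1 efflux block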
Rac1 wt modul: modulators of human Rac1 wildtype GTP binding; GST-Rac1 beads, fluorescent GTP binding, flow cytometry; actives lie on both sides; 0 = cold GTP competed, 100 = untreated; P63000; GTP binding activity (% of control), % at 10 µM; actives 0.27% (n = 190,000);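 active = GTP binding activity at least 20 points away from the 100% control level, either lower or higher; inconclusive = compound flagged as likely green fluorescent, judged across all proteins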
HRas wt GTP: modulators of GTP binding to human HRas wildtype | GTP binding activity, % at 10 µM | P01112 | actives 0.14% (n = 190,000) | GST-Ras wt beads, Bodipy-FL-GTP binding, flow cytometry; actives lie on both sides;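 active = GTP binding activity at least 20% away from the 100% baseline, either lowered as inhibitor or raised as activator; inconclusive = flagged as likely green fluorescent, judged across all proteins in the well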;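 also: 0% = unlabeled GTP competition control and 100% = no-compound control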
Target sequence (P01112 whole entry, looked up): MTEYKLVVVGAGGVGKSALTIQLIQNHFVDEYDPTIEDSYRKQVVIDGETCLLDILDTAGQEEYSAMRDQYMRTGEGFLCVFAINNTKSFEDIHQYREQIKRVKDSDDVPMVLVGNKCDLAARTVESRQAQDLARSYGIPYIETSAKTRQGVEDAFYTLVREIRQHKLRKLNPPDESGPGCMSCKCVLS
Pf gametocyte: inhibitors of late stage P. falciparum gametocyte viability; P. falciparum stage V gametocytes, ATP luminescence, 24 h; inhibition, % at 10.9 µM; actives 0.065% (n = 150,000);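 active = inhibition above the mean plus 3 SD of compounds within the control limits, set per campaign, cut at about 38% in these data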;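 also: 0% = DMSO wells and 100% = medium only without gametocytes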
Rab2 wt GTP: changes GTP binding to wildtype dog Rab2A, up or down; GST-Rab2 wt beads, Bodipy-GTP binding, flow cytometry; GTP binding activity, % at 10 µM; actives 0.19% (n = 190,000); AID 760;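 active = GTP binding activity at least 20 points away from 100%, either lowered or raised; inconclusive = signal likely due to the compound's own green fluorescence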;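 also: 0% = beads with excess unlabeled GTP and 100% = no-compound control corrected for plate trend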
Rac1 act GTP bind: human Rac1 activated mutant GTP binding change. percent activity (GTP binding), % at 10 µM. P63000. GST-Rac1 activated beads, fluorescent GTP binding, flow cytometry; actives lie on both sides; 100% means binding = to untreated wells. actives 0.11% (n = 190,000);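 active = GTP binding at least 20 percentage points away from the 100% baseline, in either direction, so actives lie on both sides; inconclusive = Compound likely fluorescent itself, or too few beads counted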
Rab7 wt GTP bind: modulators of GTP binding to dog Rab7 wildtype GTPase. GST-Rab7 beads, fluorescent GTP binding, flow cytometry; actives lie on both sides; untreated = 100%, excess cold GTP = 0%. GTP binding activity (percent of control), % at 10 µM. actives 0.055% (n = 190,000). AID 758;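 active = fluorescent GTP binding to Rab7 beads changed by at least 20 points from the 100% baseline, either direction, mostly lower; inconclusive = compound itself probably fluorescent, or too few beads counted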;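 also: median green fluorescence of bound Bodipy-FL-GTP per Rab7 bead population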
* = called active by the depositor; ? = inconclusive; . = no result given.

structure	Avidin bead fluor	ABCG2 block	GSH bead fluor	Cdc42 wt	ABCB1 inh	Rac1 wt modul	HRas wt GTP	Pf gametocyte	Rab2 wt GTP	Rac1 act GTP bind	Rab7 wt GTP bind
COc1ccc(CCNC(=O)CSc2nnc3ccc(-c4cccnc4)nn23)cc1OC	10	-0.4	14	98.0	-0.1	101.0	98.0	-26.2	98.0	96.0	102.0
CCc1ccc(NC(=O)CN2CCc3ccccc3C2)cc1	33	1.2	14	93.0	0.4	94.0	95.0	8.5	91.0	93.0	90.0
CCOc1ccc(OCc2ccc(C(=O)NCC3CCCO3)o2)cc1 (stereo not given)	11	9.9	13	102.0	1.0	101.0	102.0	.	102.0	100.0	102.0
CCN(CC)C(=O)CSc1nnc(-c2cc3ccccc3cc2O)n1CC	25	6.2	11	106.0	1.3	104.0	105.0	12.9	102.0	97.0	99.0
COC(=O)c1ccc(CSc2nc3ccccc3c(=O)n2-c2ccccc2)o1	4	2.4	17	98.0	0.9	101.0	98.0	.	98.0	98.0	98.0
Cc1cccc(/C=N/NC(=O)c2cc(-c3cccnc3)nc3ccccc23)c1	14	4.4	12	92.0	1.4	92.0	94.0	-2.9	90.0	93.0	87.0
O=C(CN1CCCCC1)N/N=C/c1cc2ccccc2nc1Cl	26	4.4	31	104.0	1.1	101.0	99.0	.	100.0	102.0	98.0
Fc1ccc2nc(C3CCCCN3Cc3nc(CC4CC4)no3)[nH]c2c1 (stereo not given)	7	3.4	15	101.0	2.3	104.0	102.0	.	103.0	97.0	107.0
c1ccc(C(c2ccccc2)c2noc(CN3CCN(CC4CC4)CC3)n2)cc1	12	2.6	14	97.0	0.5	102.0	98.0	.	98.0	94.0	103.0
COc1ccccc1N1CCN(C(c2cccs2)C(C)NC(=O)c2cccnc2)CC1 (stereo not given)	25	2.8	11	94.0	0.6	96.0	96.0	.	97.0	93.0	103.0
C/C(=N\NC(=O)C(N)=O)c1cccc(C(F)(F)F)c1	10	0.5	13	95.0	-0.5	94.0	93.0	2.3	93.0	92.0	95.0
CCCCC(=O)NC(Nc1nc(C2CC2)cs1)(C(=O)OCC)C(F)(F)F (stereo not given)	15	-0.3	22	103.0	-1.9	100.0	104.0	.	104.0	100.0	104.0
CC(C)(C)N1CC(C(=O)O)CC1=O (stereo not given)	11	7.2	20	101.0	0.5	100.0	102.0	.	101.0	99.0	106.0
O=C(NCC1CCCO1)c1ccc2c(=O)n(Cc3ccco3)c(SCC(=O)N3CCCC3)nc2c1 (stereo not given)	8	7.5	28	99.0	0.1	98.0	99.0	22.3	97.0	97.0	100.0
O=C(N1CCCCC1)C12CC3CC(C1)CC(C(=O)N1CCCCC1)(C3)C2	16	1.5	8	98.0	0.4	98.0	99.0	.	101.0	100.0	100.0
O=C(c1ccc2c(c1)C(=O)N(CCCO)C2=O)c1ccc2c(c1)C(=O)N(CCCO)C2=O	25	13.9	24	102.0	0.7	110.0	103.0	-6.5	101.0	100.0	101.0
CCCC(C)NC(=O)COc1ccc(S(=O)(=O)c2ccc(OCC(=O)NC(C)CCC)cc2)cc1 (stereo not given)	13	11.0	7	104.0	0.7	107.0	102.0	.	103.0	101.0	102.0
COC(=O)c1nc(NC(=O)c2ccc(Br)cc2)n[nH]1	7	1.0	12	103.0	0.1	103.0	102.0	-7.1	100.0	100.0	101.0
Cc1ccc(S(=O)(=O)N2CCOCC2)cc1C(=O)NCc1cccs1	9	7.5	26	97.0	1.1	98.0	99.0	-3.8	100.0	96.0	102.0
COc1ccccc1N1CCN(C(=O)c2ccc(C(C)(C)C)cc2)CC1	20	25.7	37	?	3.4	?	?	11.1	?	?	?
COc1ccc(CC2(CO)CCN(Cc3ccc(NC(C)=O)cc3)CC2)cc1	6	-0.2	17	?	0.6	?	?	14.8	?	?	?
CC1(C(=O)O)CCC(C(=O)Nc2ccc(S(N)(=O)=O)cc2)C1(C)C (stereo not given)	8	3.0	28	103.0	1.3	105.0	99.0	.	101.0	99.0	98.0
COC(=O)CSc1nc(C2CC2)cc(C(F)(F)F)c1C#N	4	9.6	24	98.0	0.8	98.0	99.0	16.4	95.0	97.0	96.0
COc1ccc(-c2nc(N)n[nH]2)cc1OC	15	0.6	25	95.0	0.2	100.0	96.0	.	98.0	99.0	101.0
Cc1cc(N/N=C/c2cccc(Br)c2)nc2ccccc12	17	0.4	5	95.0	-0.1	102.0	98.0	.	95.0	96.0	95.0
CN(C)c1nc(NCc2ccccc2)nc(SCC(=O)Nc2ccccc2Cl)n1	5	4.4	9	99.0	1.5	102.0	101.0	10.7	99.0	98.0	98.0
CC(NC(=O)Nc1cccc([N+](=O)[O-])c1)(C(F)(F)F)C(F)(F)F	30	0.3	26	97.0	-0.3	102.0	97.0	12.9	99.0	98.0	99.0
COc1ccc(C(=O)COC(=O)CNS(=O)(=O)c2ccc(C)cc2)cc1	23	0.1	10	102.0	0.0	101.0	100.0	25.3	98.0	99.0	96.0
CC(=O)Nc1ccc2c(c1)C(=O)N(c1ccc(C)cc1)C2=O	11	9.2	24	103.0	1.2	102.0	105.0	.	103.0	101.0	103.0
N#Cc1ccccc1NC(=O)Nc1cccc(Cl)c1	35	7.0	11	99.0	0.1	104.0	100.0	-5.5	101.0	100.0	103.0
COc1ccc(CNCCc2ccccc2)cc1OCC(N)=O	34	3.2	9	105.0	0.5	108.0	103.0	5.9	103.0	105.0	100.0
Cc1cc(/C=N/NC(=O)c2ccccc2F)c(C)n1-c1ccccc1	10	8.3	27	99.0	0.6	104.0	98.0	-6.1	96.0	96.0	95.0
O=C(CNC(=O)c1ccccc1F)OCC(=O)N1CCCCC1	12	0.9	12	102.0	0.2	104.0	101.0	7.2	97.0	99.0	100.0
CC(=O)Nc1cc(Cl)c(N=Cc2ccc(O)cc2O)cc1Cl	9	1.1	15	103.0	0.3	95.0	100.0	-5.1	95.0	98.0	105.0
CCOC(=O)C1=C(C)OC(N)=C(C#N)C1C1CCCCC1 (stereo not given)	28	2.3	15	101.0	0.4	104.0	100.0	.	98.0	98.0	98.0
COc1ccc(CCNc2oc(-c3ccc(C)cc3)nc2C#N)cc1OC	8	-3.4	20	100.0	-2.2	107.0	103.0	.	99.0	100.0	102.0
CN(CC(=O)NCc1cccs1)S(=O)(=O)c1cccc2cccnc12	7	-3.4	20	99.0	-2.4	100.0	99.0	.	99.0	97.0	100.0
O=C1NC(NS(=O)(=O)c2ccc(Cl)cc2)(C(F)(F)F)C(=O)N1c1ccccc1 (stereo not given)	12	9.2	7	103.0	0.8	104.0	102.0	3.6	99.0	99.0	100.0
Cn1c(=N)n(CC(O)c2cccs2)c2ccccc21 (stereo not given)	13	3.2	11	96.0	0.0	100.0	97.0	-13.6	98.0	97.0	103.0
O=C(NCc1ccco1)C1CCN(c2ccc(N3CCOCC3)nn2)CC1	24	-0.5	16	103.0	-0.1	105.0	101.0	.	100.0	100.0	101.0

Profiles, quoted from the list. Order of values: Avidin bead fluor | ABCG2 block | GSH bead fluor | Cdc42 wt | ABCB1 inh | Rac1 wt modul | HRas wt GTP | Pf gametocyte | Rab2 wt GTP | Rac1 act GTP bind | Rab7 wt GTP bind
Record of Cn1c(=N)n(CC(O)c2cccs2)c2ccccc21 (stereo not given) : 13 | 3.2 | 11 | 96.0 | 0.0 | 100.0 | 97.0 | -13.6 | 98.0 | 97.0 | 103.0
Record of COc1ccc(-c2nc(N)n[nH]2)cc1OC : 15 | 0.6 | 25 | 95.0 | 0.2 | 100.0 | 96.0 | . | 98.0 | 99.0 | 101.0

(list continues)
structure	Avidin bead fluor	ABCG2 block	GSH bead fluor	Cdc42 wt	ABCB1 inh	Rac1 wt modul	HRas wt GTP	Pf gametocyte	Rab2 wt GTP	Rac1 act GTP bind	Rab7 wt GTP bind
CC1(C)CC(=O)C(C=NCCN2CCN(C(=O)CC3CCCC3)CC2)=C(O)C1	11	0.9	43	102.0	0.0	99.0	99.0	.	99.0	94.0	99.0
c1ccc2c(CSc3ncnc4nc[nH]c34)cccc2c1	21	3.5	11	93.0	0.5	98.0	93.0	-20.3	92.0	95.0	95.0
O=c1n(-c2ccccc2)c(=O)n2n1CCCC2	9	0.7	33	102.0	0.2	101.0	97.0	.	99.0	98.0	99.0
COc1cccc(C(c2sc3nc(C)nn3c2O)N2CCc3ccccc3C2)c1 (stereo not given)	8	0.0	21	100.0	0.2	105.0	100.0	.	100.0	98.0	102.0
COc1ccc(/C=C/C(=O)NNc2c(F)c(F)cc(F)c2F)cc1OC	11	1.8	24	105.0	0.1	102.0	106.0	.	107.0	100.0	100.0
Cc1ccc(NC(=O)CSc2ncnc3ccccc23)cc1S(=O)(=O)N1CCCCC1	3	-2.9	7	98.0	0.5	109.0	102.0	11.5	100.0	102.0	106.0
CCCc1cc(N2CCCC(C(=O)Nc3c(OC)cccc3OC)C2)n2ncnc2n1 (stereo not given)	12	9.5	26	100.0	-0.2	104.0	98.0	11.6	100.0	101.0	102.0
N#CCC(=O)N1CCN(C=O)CC1	11	2.3	17	95.0	0.3	100.0	101.0	38.1	98.0	94.0	103.0
CCCCC(=O)Nc1cccc(NC(=O)CC)c1	6	16.0	12	101.0	0.4	105.0	103.0	.	105.0	101.0	103.0
CS(=O)(=O)CCC(C(=O)N1CCOCC1)N1C(=O)c2cc(Cl)c(Cl)cc2C1=O (stereo not given)	6	0.0	24	100.0	0.3	107.0	101.0	.	102.0	99.0	103.0
COc1ccccc1-c1nc2n(n1)C(c1ccc(Cl)cc1)C(C(N)=O)=C(C)N2 (stereo not given)	24	4.8	15	99.0	0.9	99.0	98.0	2.7	97.0	98.0	99.0
Cc1ccc(NC(=O)C(=O)NN=C2CCCC2)cc1C	11	0.7	12	99.0	0.2	101.0	98.0	-14.2	99.0	98.0	98.0
O=C(NC1CCN(Cc2ccccc2)CC1)c1cccc(S(=O)(=O)Nc2cc(C(F)(F)F)ccc2Cl)c1	5	-0.5	12	99.0	-0.2	99.0	98.0	-1.6	99.0	96.0	101.0
CCOc1ccc(-c2[nH]ncc2Oc2ccccc2OC)c(O)c1	8	3.3	17	101.0	0.4	101.0	99.0	.	100.0	101.0	99.0
CCOC(=O)C1C(C)=C(Nc2ccc(OC)cc2)C(=O)N1c1ccc(OC)cc1 (stereo not given)	12	15.9	15	107.0	3.3	110.0	107.0	.	103.0	104.0	103.0

Bioassay records (PubChem)
